ROC1-CUL1 inh – inhibitors of human ROC1-CUL1 ubiquitin ligase activity | P62877+Q13616 | in vitro K48 di-Ub FRET, acceptor:donor ratio, 45 min | inhibition, % at 10 µM | actives 0.6% (n = 140,000); in the data active means inhibition above about 25%
Target sequence (P62877 whole entry, looked up): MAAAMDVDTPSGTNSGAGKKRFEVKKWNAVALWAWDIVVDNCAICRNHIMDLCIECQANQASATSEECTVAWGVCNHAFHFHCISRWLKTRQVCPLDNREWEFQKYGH
Target sequence (Q13616 whole entry, looked up): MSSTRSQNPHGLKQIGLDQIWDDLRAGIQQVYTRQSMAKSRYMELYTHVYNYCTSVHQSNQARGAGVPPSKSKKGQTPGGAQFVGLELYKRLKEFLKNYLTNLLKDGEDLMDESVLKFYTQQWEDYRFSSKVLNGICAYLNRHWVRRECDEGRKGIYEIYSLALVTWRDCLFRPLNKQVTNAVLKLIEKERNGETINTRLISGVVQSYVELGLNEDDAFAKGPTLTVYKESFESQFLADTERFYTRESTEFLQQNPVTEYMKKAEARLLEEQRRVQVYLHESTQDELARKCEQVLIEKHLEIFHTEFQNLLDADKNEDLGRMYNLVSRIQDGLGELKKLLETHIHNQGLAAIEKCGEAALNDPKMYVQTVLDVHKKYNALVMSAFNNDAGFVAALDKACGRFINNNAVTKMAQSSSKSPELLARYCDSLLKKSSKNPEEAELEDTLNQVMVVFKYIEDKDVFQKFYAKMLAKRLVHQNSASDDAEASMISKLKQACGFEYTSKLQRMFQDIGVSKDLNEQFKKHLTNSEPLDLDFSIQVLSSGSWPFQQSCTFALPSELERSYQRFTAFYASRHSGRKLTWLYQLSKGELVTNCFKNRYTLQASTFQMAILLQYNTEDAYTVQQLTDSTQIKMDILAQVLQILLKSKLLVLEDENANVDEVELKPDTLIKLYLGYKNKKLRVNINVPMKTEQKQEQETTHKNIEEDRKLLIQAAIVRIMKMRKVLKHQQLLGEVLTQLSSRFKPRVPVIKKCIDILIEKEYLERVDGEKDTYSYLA
Starred values were filed as active, the others as inactive.

smiles,ROC1-CUL1 inh
COc1ccc(-c2cnc(C3CC(=O)N(C(C)C)C3)[nH]2)c(F)c1 (stereo unspecified),8
COc1ccc(CC(=O)Nc2cc(C)ccc2C)cc1,9
C#CCOc1c(Br)cc(/C=C2\C(=O)NC(=S)N(C)C2=O)cc1OC,9
COc1ccccc1CN1CCCC(CN(CCN(C)C)C(=O)c2ccc(C)s2)C1 (stereo unspecified),-6
O=C(Cn1ncc2ccsc2c1=O)N1CCN(c2ccccc2)CC1,-7
CC1=C(c2ccccc2)SC2=NCCCN21,14
COc1ccc(CCC(=O)NCCN2Cc3ccccc3OC(c3ccccc3F)C2)cc1OC (stereo unspecified),-5
Cc1c(C(=O)NC2CCN(Cc3ccccc3)C2)cnn1-c1ncc2c(n1)-c1ccccc1SC2 (stereo unspecified),3
Cc1ccc(-c2nnc(-c3nnn(-c4cccc(C)c4)c3C)o2)cc1,-2
Cc1cc(C)c(S(=O)(=O)N2CCCCCC2)cc1S(=O)(=O)N1CCCCCC1,-1
COc1ccccc1CCc1nnc(CCC(=O)N(CCO)Cc2ccccc2)o1,3
O=C1C=C(CO)OC(C(c2ccc(F)cc2)C2OC(CO)=CC(=O)C2=O)C1=O (stereo unspecified),4
Cc1ccc(-n2nc(CO)c(C(=O)NCc3cccnc3)n2)cc1C,-3
FC(F)(F)C(Oc1nc(Nc2ccccn2)nc(OC(C(F)(F)F)C(F)(F)F)n1)C(F)(F)F,-1
Cc1cc(C)c2c(n1)SCC(=O)N2CC(=O)Nc1ccc(C)c(C)c1,-6
CCOC(=O)c1c(-c2cccs2)csc1NC(=O)CSc1cc(C)c2ccc(OC)cc2n1,2
Fc1ccc(CSc2nncn3c2cc2occc23)c(Cl)c1,-1
Cc1ccc(CC(=O)Nc2nnc(C3CCCCC3)s2)cc1,-4
Cc1cccc(N2CCN(CCCNC(=O)Cn3ncc4c([nH]c5ccccc54)c3=O)CC2C)c1 (stereo unspecified),1
O=c1c(-c2cccc3ccccc23)c(C(F)(F)F)oc2c(CN3CCCCC3)c(O)ccc12,-9
CC(NC(=O)COc1ccc2ccccc2c1)C(=O)N/N=C/c1ccc([N+](=O)[O-])o1 (stereo unspecified),2
CCCSc1nc2sc3c(c2c(=O)n1-c1ccc(OCC)cc1)CCCC3,-7
Cc1ccc(C(=O)N/N=C/c2ccc(-c3cc(C(=O)O)ccc3Cl)o2)cc1,-2
CCNC(=O)NC(=O)C(F)(F)F,-7
CCOc1ccc(N(CC(=O)Nc2ccc3c(c2)OCO3)S(=O)(=O)c2ccccc2)cc1,-2
Cc1onc(-c2ccccc2Cl)c1C(=O)Nc1cccc(F)c1,-5
Cc1c(C)n2c3c(=O)[nH]c(=O)n(C)c3nc2n1CCN1CCCCC1,9
O=C(NNC(=O)C12CC3CC(CC(C3)C1)C2)c1ccco1,-2
CC(C)N(C)CCOC(=O)c1cccc(Br)c1,-8
Cc1ccc(-n2nc(C)c3c(C)c(CCC(=O)NCc4ccccc4Cl)c(C)nc32)cc1,-4
COc1ccc(OC)c(/C=N\NC(=O)c2ccn(C)n2)c1,8
Cc1cccc(C(=O)NNS(=O)(=O)c2ccc([N+](=O)[O-])cc2)c1O,-5
O=C(COCc1cc(-c2ccc(F)cc2)on1)Nc1cc(F)ccc1F,-2
COCc1cn(CC2CCN(C(=O)NC3CCCCC3)CC2)nn1,-5
CCn1cc(C(=O)NCc2ccccc2Cl)c(=O)c2cc(S(=O)(=O)N3CCCCCC3)ccc21,1
Cc1ccc2nc(-c3c[nH]c4ccccc34)c(Nc3ccccc3C)n2c1,-8
COc1cc(Nc2ncnc3onc(-c4ccc(Cl)cc4)c23)cc(OC)c1,2
C/C=C/CNS(=O)(=O)c1ccc(C)cc1,-5
C/C(Cl)=C/CNCc1ccco1,-9
O=C1c2ccccc2C(=O)C1(c1ccccc1)N1CCN(c2cccc(C(F)(F)F)c2)CC1,-2
N#Cc1c(C(F)(F)F)cc(-c2cccs2)nc1SCC(=O)C1CC1,1
Cc1ccc2nc(-c3ccc(F)cc3)c(NC(C)(C)CC(C)(C)C)n2c1,2
CCSc1nc(=O)n(-c2ccccc2)c(C)c1C(C)=O,-1
COc1ccc(OC)c(NC(=O)Cn2c(=O)n(CC3CCCO3)c(=O)c3cc(OC)c(OC)cc32)c1 (stereo unspecified),1
O=C1CC(c2cc3c(cc2Cl)OCO3)c2cc3c(cc2N1)OCCO3 (stereo unspecified),10
COC(=O)c1ccc(-c2ccc(C=Nn3nnnc3N)o2)cc1,7
COCC(C)OC(=O)/C(C#N)=C\c1coc2ccc(C)cc2c1=O (stereo unspecified),2
CCc1ccc(CNC(=O)C2CCCN(c3nnc(C)c4c(C)n(-c5ccc(OC)cc5)nc34)C2)cc1 (stereo unspecified),5
CS(=O)(=O)c1ccc(-c2nnc(NC(=O)c3ccc4c(c3)OCCO4)o2)cc1,-2
CC1(C)OC[C@H]2O[C@@H]3OCC4=CC(=O)[C@H]([C@@H]2O1)[C@@H]43,-8

The list goes on:
smiles,ROC1-CUL1 inh
CC1CN(c2ccc(N(C)C)cc2)C(=O)NC1=O (stereo unspecified),-9
CC(C)N1C(=O)CC2(CCN(CCOC(=O)C(c3ccccc3)c3ccccc3)CC2)C1=O,7
CC(C)(C)C1CCc2c(sc(NC(=O)c3ccco3)c2C(=O)O)C1 (stereo unspecified),39*
CCc1ccc(C2c3ccc(N)cc3OC(=N)C2C#N)cc1 (stereo unspecified),9
Cc1ccc(-n2sc3c(c2=S)-c2cccc(C)c2NC3(C)C)cc1Cl,-4
Cc1nn(Cc2ccccc2Cl)c(C)c1NC(=O)Cc1ccc([N+](=O)[O-])cc1,-1
O=C1NN(c2cccc(Cl)c2)C(=O)/C1=C/c1cc(I)cc(I)c1O,1
CCc1ccc(Sc2ccccc2CC(=O)O)cc1,1
OC12CC(C3COC1O3)N1CCSC1=N2 (stereo unspecified),-11
COc1ccc(NC(=O)Cn2ncc(N(C)C)cc2=O)cn1,-1
C/C=C(\SC)S(=O)(=O)c1ccc(C)cc1,4
O=C(NCc1cccc(F)c1)C1CCN(c2nc3ccccc3nc2C(F)(F)F)CC1,3
Cc1ccc(-n2ncc(C(=O)Nc3ccc4c(c3)OCO4)c2C2CCN(C(=O)OC(C)(C)C)CC2)cc1,2
COc1cccc(NC(=O)c2oc3ccccc3c2NC(=O)c2cc3ccccc3o2)c1,-1
O=C(NC1CCCCC1)C(c1ccc(Cl)cc1Cl)N1CCC1=O (stereo unspecified),1
COc1cc(/C=N\NC(=O)CN2CCOCC2)cc(Cl)c1OCc1ccc(Br)cc1,4
Cc1cc(C(F)(F)F)nc(SCC(=O)NC(C)C23CC4CC(CC(C4)C2)C3)c1C#N (stereo unspecified),-12
NC(=O)C1CCN(C(=O)CSc2nc3c(c(-c4ccccc4)n2)CCCC3)CC1,2
O=C1NC(=O)N(c2ccc(Cl)cc2)C2=NC(c3ccccc3F)=NC(C(F)(F)F)(C(F)(F)F)C12 (stereo unspecified),2
CCOC(=O)c1ccc2ncc(C(=O)OCC)c(Nc3ccc(C(=O)O)cc3)c2c1,8
COC(=O)C1C(=O)/C(=C/c2cccc(O)c2)SC1=Nc1ccccc1F (stereo unspecified),-3
COc1cccc(-c2nn(-c3ccccc3)cc2CN2CCCN(C(C)=O)CC2)c1,-4
O=C(Cn1cc(CC2=NC(=O)N(Cc3ccccc3F)C2=O)c2ccccc21)Nc1ccc(F)cc1,8
CC1CCN(S(=O)(=O)c2ccc(NC(=O)c3ccc4c(c3)OCO4)cc2)CC1,4
CCCn1c(=O)c2sccc2n2c(CCCC(=O)NCCOC)nnc12,0
Clc1ccc(Nc2nc3c4c5c(sc4ncn3n2)CCC5)cc1,-6
COc1cccc2c1Oc1ncccc1N(c1ccc(C(=O)NCc3ccccc3C)s1)C2,-2
O=C(Nc1ccc(Cl)c(Cl)c1)N1N=C(c2ccco2)CC1c1ccco1 (stereo unspecified),-1
COc1ccc(CNC(=O)CCCN2C(=O)CSc3c2c(C)nn3-c2ccccc2)c(OC)c1,4
O=C(c1ccc(Cl)cc1)c1oc2ccc(Br)cc2c1-c1cnc2c(c1)COc1ccc(Cl)cc1-2,7
COc1ccc(-c2nc3cc(NC(=O)c4ccc(C)cc4)ccc3o2)cc1Cl,-1
COc1ccc(NC(=O)c2ncoc2-c2ccco2)cc1Cl,-7
Cn1c(=O)[nH]c(=O)c2c1ncn2CC(O)CO (stereo unspecified),7
Oc1ccc(Br)nc1Br,15
COc1ccc2[nH]cc(CCN=C(NC(=O)c3ccccc3OC)Nc3nc(C)cc(C)n3)c2c1,-9
c1csc(CNc2ncnc3nc[nH]c23)c1,-4
CN1N=C(C(=O)N2CCc3onc(-c4ccc5c(c4)OCO5)c3C2)CCC1=O,-1
O=C(NN=C1CCCCC1)c1n[nH]c2c1CCC2,0
CC1(C)Nc2ccccc2-c2c1ssc2=Nc1cccc2ccccc12,-3
Cc1ccc(-n2nc(C)c3nc(CCC(=O)Nc4ccc(F)cc4)c(=O)n(C)c32)cc1,-10
O=C(NC1(C(F)(F)F)Oc2ccc(Cl)cc2O1)N1CCc2ccccc2C1 (stereo unspecified),-8
CCOc1ccc(CC(=O)N2CCc3cc(OC)c(OC)cc3C2COc2ccc3c(C)cc(=O)oc3c2)cc1 (stereo unspecified),-8
COc1ccc(CN2C[C@H](O)[C@@H](N3CCN(c4ccccn4)CC3)C2)c(F)c1,4
Cc1ccc([N+](=O)[O-])cc1NC(=O)CSc1nnc(-c2ccc([N+](=O)[O-])cc2)n1CC1CCCO1 (stereo unspecified),-11
COc1cccc(NC(=O)C(Cc2ccccc2)NS(=O)(=O)c2ccc3c(c2)c(=O)n(C)c(=O)n3C)c1 (stereo unspecified),-2
COc1ccc(NC(=O)N2CCC(n3c(C)nc4cccnc43)CC2)cc1OC,-1
Cc1ccc(-n2c(CNc3ccc(F)cc3)nnc2SCC(=O)O)cc1,8
CCc1ccc(N2C(=O)CC(N3CCC(C(=O)O)CC3)C2=O)cc1 (stereo unspecified),-2
CCOC(=O)c1cccc(NC(=O)CCn2c(-c3ccc(F)cc3)cc(C(=O)OCC)c2C)c1,-1
Cc1cccc(NC(=O)c2cc3c(=O)n(Cc4ccco4)ccc3nc2C)c1,-7

(more compounds)
smiles,ROC1-CUL1 inh
O=C1NN(c2ccc(Cl)c(Cl)c2)C(=O)/C1=C/c1ccccc1,21
O=C1NN(c2ccccc2)C(=O)/C1=C/c1ccccc1,5
N#CC1C(=N)Oc2n[nH]c(-c3ccc(C4CCCCC4)cc3)c2C1c1cccs1 (stereo unspecified),0
CCc1ccc(CNC(=O)c2cc3c(=O)oc4ccc(C)cc4c3s2)cc1,-7
Cc1cccc(C)c1NC(=O)CSc1nc(-c2ccccc2)nc2c1Cc1c(CO)cnc(C)c1O2,-13
CCOC(=O)N1CCN(CC(O)COCc2ccc(Cl)cc2)CC1 (stereo unspecified),-8
CCOc1ccc(NC2=NC(C(=O)Nc3ccc(C)cc3)CC(=O)N2)cc1 (stereo unspecified),3
O=C(CCCCc1ccccc1)N1CCOc2ccc(CN3CCN(c4ncccn4)CC3)cc2C1,-9
Cc1cccc(C(=O)NNC(=O)CCC(=O)Nc2ccc(C)cc2C)c1,0
N#C[C@H]1[C@H](C#N)C1(c1ccccc1)c1ccccc1,2
CC(=O)OC(C(=O)N1CCCC1)c1ccccc1 (stereo unspecified),-11
CC(C)c1ccc(N=C2CCCc3c2[nH]c2ccc(C(C)(C)C)cc32)cc1,8
COc1ccc(-c2c(C)nn3c(C(F)(F)F)cc(-c4ccc(C)cc4)nc23)cc1,14
Cc1ccc(-n2c(=O)c3oc4ccccc4c3n(Cc3ccccc3F)c2=O)cc1C,-13
COC(=O)CCCC(=O)N(C)CC1CCCN(CCc2ccc(OC)cc2)C1 (stereo unspecified),0
CC(=O)Nc1ccc(S(=O)(=O)NC2(C(F)(F)F)C(=O)N=C3C2C(=O)NC(=O)N3c2ccc(C)c(C)c2)cc1 (stereo unspecified),-7
O=C(Cn1c(=O)n(Cc2ccco2)c(=O)c2ccc(C(=O)NC3CCCC3)cc21)Nc1ccc(F)cc1,5
Cc1nc2c(c(C)nn2-c2ccccc2)c(C)c1CCC(=O)NCCc1ccc(Cl)cc1,0

Of the compounds above, 14 have a furan ring, fused or not.
smiles,ROC1-CUL1 inh
Fc1ccc(CSc2nncn3c2cc2occc23)c(Cl)c1,-1
CC(NC(=O)COc1ccc2ccccc2c1)C(=O)N/N=C/c1ccc([N+](=O)[O-])o1 (stereo unspecified),2
Cc1ccc(C(=O)N/N=C/c2ccc(-c3cc(C(=O)O)ccc3Cl)o2)cc1,-2
O=C(NNC(=O)C12CC3CC(CC(C3)C1)C2)c1ccco1,-2
C/C(Cl)=C/CNCc1ccco1,-9
COC(=O)c1ccc(-c2ccc(C=Nn3nnnc3N)o2)cc1,7
CC(C)(C)C1CCc2c(sc(NC(=O)c3ccco3)c2C(=O)O)C1 (stereo unspecified),39*
COc1cccc(NC(=O)c2oc3ccccc3c2NC(=O)c2cc3ccccc3o2)c1,-1
O=C(Nc1ccc(Cl)c(Cl)c1)N1N=C(c2ccco2)CC1c1ccco1 (stereo unspecified),-1
O=C(c1ccc(Cl)cc1)c1oc2ccc(Br)cc2c1-c1cnc2c(c1)COc1ccc(Cl)cc1-2,7
COc1ccc(NC(=O)c2ncoc2-c2ccco2)cc1Cl,-7
Cc1cccc(NC(=O)c2cc3c(=O)n(Cc4ccco4)ccc3nc2C)c1,-7
Cc1ccc(-n2c(=O)c3oc4ccccc4c3n(Cc3ccccc3F)c2=O)cc1C,-13
O=C(Cn1c(=O)n(Cc2ccco2)c(=O)c2ccc(C(=O)NC3CCCC3)cc21)Nc1ccc(F)cc1,5

Source: PubChem BioAssay (Icahn School of Medicine at Mount Sinai)

Not all compounds are listed; count on the stated rates, not on these rows.
